Assay outcomes deposited in PubChem BioAssay by several laboratories.
Vif imaging: HIV Vif self-association inhibitors, primary screen, imaging, HEK293T, single point. 340,000 tested, 0.35% active. AID 602346, 2012. HEK293T cells, Vif self-association by quenched fluorescence, 24 h. inhibition, % at 7.49 µM; in the data active = inhibition above about 50%, passing the limit was not always enough; inconclusive = no clear call, values can overlap the other calls; inactive = below about 31%; note: some results filed as inactive read as strong as hits
HIF-2a inh: HIF-2a reporter inhibitors, primary screen, luminescence, 786-0 RCC cells. 786-0 RCC cells HIF-2a reporter, luciferase luminescence, overnight. inhibition, % at 18.8 µM. 360,000 tested, 0.72% active. AID 624352, 2012;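 active = inhibition of the luminescence signal of 40% or more relative to plate controls, in a single-dose primary screen at 18.75 µM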
NR2E3 ag-1: inhibitors of NR2E3-RetCOR corepressor binding, primary screen, NR2E3 agonist project, biochemical, TR-FRET, GST-NR2E3, biotin-RetCOR | 1536-well | 320,000 tested, 0.12% active | AID 2300, 2010 | inhibition of corepressor binding, % at 4.78 µM;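 active = percent inhibition above the cutoff of mean plus 3 SD of all tested compounds, set per screening campaign, cut at about 20% in these data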;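 note: 0% = DMSO wells and 100% = biotin wells as full block of FRET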
Target sequence (Q9Y5X4 whole entry, looked up): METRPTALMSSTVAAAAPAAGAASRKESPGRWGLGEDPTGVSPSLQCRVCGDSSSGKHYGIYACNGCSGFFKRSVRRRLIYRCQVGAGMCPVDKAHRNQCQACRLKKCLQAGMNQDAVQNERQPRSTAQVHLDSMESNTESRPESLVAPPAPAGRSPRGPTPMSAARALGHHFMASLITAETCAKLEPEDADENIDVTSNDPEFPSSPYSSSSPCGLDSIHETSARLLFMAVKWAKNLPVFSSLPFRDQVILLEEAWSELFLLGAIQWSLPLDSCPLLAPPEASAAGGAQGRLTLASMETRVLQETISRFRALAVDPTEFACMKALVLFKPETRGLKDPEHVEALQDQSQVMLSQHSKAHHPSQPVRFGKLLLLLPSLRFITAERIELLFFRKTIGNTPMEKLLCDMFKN
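Material: NR2E3–RetCOR corepressor complex | Quantity: 1.35 nM GST-tagged NR2E3 final | Schedule: 5 h at 4 °C | Replication: Singlicate compound wells | Reagent: RetCOR corepressor, biotinylated, 7 nM | Controls: Biotin wells as high control, 0.6% DMSO wells as low control | Signal: TR-FRET, Eu(K)-anti-GST donor, streptavidin-D2 acceptor, ex 340, em 617/671 nm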
CF NFkB inh: inhibitors of PAF-induced NF-kB signaling, primary screen, cell-based, GFP fluorescence, uHTS; inhibition, % at 5 µM; 360,000 tested, 0.86% active; KKLEB NF-kB-GFP reporter, GFP fluorescence overnight;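 active = at least 50% inhibition at 5 µM, scaled per plate between neutral and stimulator controls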;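 note: PAF is a Pseudomonas aeruginosa culture filtrate used as stimulus; plate controls were PAF-stimulated DMSO wells for no effect and unstimulated DMSO wells for full effect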
PDI inh: inhibitors of human PDI, primary screen, biochemical, turbidity, single point, plate reader. 350,000 tested, 0.052% active. inhibition, % at 10 µM. PDI insulin aggregation turbidity, A650, 90 min. AID 588391, 2011. Protein disulfide-isomerase (Homo sapiens), P07237;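 active = mean inhibition across replicates of 30% or more, whatever share of single replicates reach that level; inconclusive = mean inhibition below 30% while every single replicate reaches 30%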;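 note: absorbance from insulin aggregation driven by PDI reduction with DTT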
Target sequence (P07237 whole entry, looked up): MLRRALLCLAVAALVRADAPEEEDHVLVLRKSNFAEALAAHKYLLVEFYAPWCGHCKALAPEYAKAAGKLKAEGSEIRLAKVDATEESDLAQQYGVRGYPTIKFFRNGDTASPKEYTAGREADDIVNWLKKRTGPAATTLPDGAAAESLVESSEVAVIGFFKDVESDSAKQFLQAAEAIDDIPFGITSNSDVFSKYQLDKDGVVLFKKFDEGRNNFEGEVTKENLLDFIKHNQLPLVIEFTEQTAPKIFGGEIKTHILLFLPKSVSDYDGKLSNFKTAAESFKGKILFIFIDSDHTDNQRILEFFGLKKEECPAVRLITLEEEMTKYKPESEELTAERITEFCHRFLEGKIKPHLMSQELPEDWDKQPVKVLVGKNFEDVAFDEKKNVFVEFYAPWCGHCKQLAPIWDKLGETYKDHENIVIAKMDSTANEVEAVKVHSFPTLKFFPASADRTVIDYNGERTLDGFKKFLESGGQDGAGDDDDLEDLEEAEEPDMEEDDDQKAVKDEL
NR2E3 ag-2: NR2E3 agonists in two-hybrid cells, primary screen, cell-based, luminescence, CHO-S, Gal4-NCOR/VP16-NR2E3; Photoreceptor-specific nuclear receptor (Homo sapiens), Q9Y5X4; luciferase; inhibition of corepressor binding, % at 3.98 µM; 360,000 tested, 0.35% active; AID 602229, 2012;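 active = inhibition above the mean of all tested compounds plus 3 SD, cut at about 70% in these data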;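 note: 0% = DMSO with NR2E3 transfected cells and 100% = cells lacking NR2E3 construct; higher means lower luciferase signal from less NR2E3 corepressor binding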
Shn3 inh set2: reduction of Shn3 3'UTR firefly luciferase signal, primary screen, Schnurri-3 inhibitor project, cell-based, Clone20 osteoblasts, set 2; AID 588674, 2011; inhibition, % at 12.5 µM; Clone20 osteoblast Shn3 3'UTR firefly luciferase, 24 h; 360,000 tested, 0.52% active;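 active = mean inhibition of at least 75% with every replicate also reaching 75%; inconclusive = mean inhibition at least 75% but some replicate below; inactive = mean inhibition below 75%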;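 note: 0% = median of neutral control wells and 100% = pilot-screen positive control compound; some compounds past the cut are filed as inactive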
Peg3 prom inh: Peg3 promoter-driven luciferase inhibitors, primary screen, cell-based, HeLa, luciferase luminescence; HeLa PEG-Prom luciferase reporter, overnight; inhibition, % at 20 µM; 360,000 tested, 1.7% active; AID 588405, 2011;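 active = inhibition of at least 50% at 20 µM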
MITF TRPM1 inh: inhibitors of MITF-dependent TRPM1 promoter reporter, primary screen, cell-based, SK-MEL-5, single point, luciferase | SK-MEL-5 TRPM1 promoter luciferase, 24 h | inhibition, % at 12.5 µM | 330,000 tested, 0.83% active;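 active = mean inhibition across replicates of 60% or more, whatever share of single replicates reaches that level; inconclusive = some that reach 60%, reason not given; inactive = mean inhibition across replicates below 60%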; note: values of inactives mirror those of a sister screen read the other way
KKLEB tox: cytotoxicity in KKLEB CF airway cells, primary screen, cytotoxicity control for CF NF-kB inhibitor project, cell-based, uHTS, fluorescence assay plates | KKLEB CF airway cells viability, ATPlite luminescence, overnight; active compounds read low; cells stimulated with P. aeruginosa culture filtrate | activity change (cytotoxicity), % at 5 µM | 360,000 tested, 0.36% active | AID 602141, 2011;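 active = corrected activity change at or below -50% at 5 µM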
CaV13 ICDI inh: Primary screen for inhibitors of IQ motif and Ca2+-dependent inactivation inhibitor domain binding in CACNA1D, Förster resonance energy transfer in living cells, …; HEK cells, CFP/YFP FRET ICDI-IQ, plate reader, 10 min; percent FRET-ratio fall versus neutral wells; inhibition, % at 12.3 µM; 340,000 tested, 0.098% active; AID 743397;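 active = mean replicate inhibition of at least 30% and at least 1% of replicates passing that level; inconclusive = only one of the two criteria is met; inactive = neither criterion is met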;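 note: 0% = median of the neutral control wells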
* hit, by the source's call; u = inconclusive; x = no result given. This is a random part of the collection, and some 3.3% of all compounds hit somewhere here.

smiles	NR2E3 ag-2	CF NFkB inh	CaV13 ICDI inh	MITF TRPM1 inh	Peg3 prom inh	Vif imaging	HIF-2a inh	NR2E3 ag-1	KKLEB tox	Shn3 inh set2	PDI inh
Cc1ccccc1OCC(=O)N1N=C(C(F)(F)F)CC1(O)C(C)(C)C (stereo not drawn)	-26.2	19.2	-5.0	-5.5	22.8	0.6	19.2	0.4	-2.0	35.9	-1.1
COc1cccc(CNC(=O)CCl)c1	-20.9	-15.9	-4.8	-6.6	-3.3	3.3	11.1	-1.2	-1.9	21.3	7.2
CCc1nc2ccc(C(=O)N3CCCC(C(N)=O)C3)cn2c1N(C=O)CC (stereo not drawn)	1.0	-1.0	-6.7	x	3.9	4.9	5.7	x	6.0	0.0	10.0
CC(C)NC(=O)Nc1cccc2c1O[C@@H](CN(C)S(=O)(=O)c1ccc(F)cc1)[C@@H](C)CN([C@H](C)CO)C2=O	6.3	11.2	-7.5	12.6	0.0	1.5	5.7	x	-5.0	-19.0	0.5
COc1ccc([C@H]2N[C@]3(CCCN(Cc4ccccc4)C3=O)[C@H]3C(=O)N(Cc4ccccc4)C(=O)[C@@H]23)cc1	-26.1	1.5	-3.5	x	16.3	x	12.2	x	2.2	-7.1	-0.6
Cc1ccc(S(=O)(=O)NNc2ccccc2)cc1	10.9	-9.1	-7.2	21.8	15.6	-3.1	9.2	7.4	8.7	-13.8	-4.9
CCN(CC)S(=O)(=O)c1cccc(C(=O)N[C@H](C(=O)O)C(C)C)c1	4.2	-3.9	x	-17.7	6.0	x	4.8	1.3	8.1	x	-4.4
O=c1ncn(-c2cccc(F)c2)c2ncccc12	0.3	11.0	-3.8	5.5	-5.2	7.2	7.1	0.7	10.2	10.7	-1.9
Oc1cccc(C2c3[nH]c4ccccc4c3CCN2Cc2cnn(-c3ccccc3)c2)c1 (stereo not drawn)	-6.3	-11.3	-20.3	20.5	18.8	12.1	9.6	2.4	6.9	11.2	3.3
O=C(O)c1cc2c([nH]c1=O)CCCC2	-22.1	3.8	-5.2	4.5	5.2	15.3	15.9	1.0	-3.4	-15.2	-4.3
N#Cc1cc2cc3c(cc2nc1SCC(=O)N1CCOCC1)OCO3	-46.6	4.2	-1.5	-89.5	-152.5	9.3	-181.5	2.0	-10.6	-84.9	0.7
COc1ccccc1C(=O)NC1CCCc2ccccc21 (stereo not drawn)	-7.3	-6.0	-4.0	11.5	2.2	-9.8	0.2	3.6	1.6	2.0	-1.5
Cc1nnc(C)n1/N=C/c1cccnc1	1.8	-6.8	-1.6	2.1	-1.1	x	11.6	0.3	0.6	-1.0	5.0
O=C(CSc1nnc(CN2CCOCC2)n1-c1ccccc1)Nc1ccc(Cl)cc1	-7.9	-1.3	-5.4	-4.9	13.0	x	12.3	4.0	8.7	1.5	6.0
COC(=O)c1c(C)oc(C)c1S(=O)(=O)N1CCCCC1	19.7	6.3	-2.2	2.6	6.8	6.5	12.6	-3.5	-9.9	-10.0	9.8
COCCNC(=O)CN1N=C(c2ccc(OC)cc2)CCC1=O	8.0	11.0	-4.2	1.8	0.9	-12.9	8.2	-1.4	6.4	-5.3	0.4
Cc1cccc(/C=N/NC(=O)C[n+]2ccccc2)c1	-12.8	7.2	-7.8	-3.9	0.3	-0.5	8.8	x	-1.3	-8.1	-9.9
Cc1nnc(-c2cccc(Br)c2)c2cn(-c3ccccc3Cl)nc12	-0.1	-12.0	-3.8	10.0	28.0	-6.9	11.2	-4.5	-7.2	10.4	-1.5
CC(O)CCc1nc2ccc(C(=O)O)cc2[nH]1 (stereo not drawn)	-21.9	-1.8	x	4.6	6.0	5.3	31.6	-0.2	5.8	-24.9	5.9
Cc1cccc2cc(CN(Cc3cccs3)C(c3nnnn3C3CCCC3)C(C)C)c(=O)[nH]c12 (stereo not drawn)	-6.6	11.0	0.7	7.1	6.4	9.0	0.9	x	0.4	3.5	11.3
C=CCn1c(=O)c2c(nc3n2CCCN3CCc2ccccc2)n(C)c1=O	-6.7	3.4	-4.7	3.5	10.2	7.9	21.6	-2.6	-0.9	15.6	5.9
CCCCn1c(N)c(N(CC)C(=O)c2c(CC)noc2C)c(=O)[nH]c1=O	-6.7	12.6	-5.2	1.7	7.4	-0.5	-4.7	-5.6	6.3	-23.0	8.1
CNN/C(N=Cc1ccc([N+](=O)[O-])s1)=N\S(=O)(=O)c1cc(C)c(Cl)cc1SCc1ccccc1	-20.5	-1.7	-9.2	24.1	0.3	0.0	-3.7	x	5.3	8.1	2.2
CCN1CCc2c(OCC(=O)N3CCCCC3)cccc2C1=O	-5.7	12.8	5.3	11.1	1.2	3.4	8.3	2.1	-0.5	-10.2	0.6
CN(C)c1ccc(-c2ccc3oc(-c4ccsc4)cc(=O)c3c2)cn1	-88.2	-33.2	-12.0	-118.2	-377.3	-1.5	-258.6	x	-3.3	-116.2	9.1
Cc1ccc(S(=O)(=O)N2CCCC(C(=O)O)C2)s1 (stereo not drawn)	-13.1	7.8	5.3	-1.4	-6.6	5.5	11.2	0.5	-11.4	-14.1	-2.2
Cc1ccsc1C(=O)Nc1ccc(OCc2ccccc2)cc1	-112.7	-0.2	-3.4	-55.2	-265.1	-12.0	-275.6	0.2	8.0	-42.0	-3.2
Cc1ccc(C(=O)NCc2ccco2)o1	-7.7	34.4	x	16.2	3.2	4.5	2.3	3.6	-12.8	8.5	-44.3
CCc1c(O)nc(SCc2nc3ccccc3c(=O)[nH]2)[nH]c1=O	-27.6	14.2	-0.7	-1.4	7.8	-2.8	7.8	0.3	7.5	-0.3	-9.1
COc1ccc2nc(C)cc(NCCN3CCOCC3)c2c1	0.6	-20.7	-3.2	-14.6	5.0	7.2	3.0	0.7	8.3	21.5	-1.2

Grouped by structure, those above with a furan ring, fused or not.
smiles	NR2E3 ag-2	CF NFkB inh	CaV13 ICDI inh	MITF TRPM1 inh	Peg3 prom inh	Vif imaging	HIF-2a inh	NR2E3 ag-1	KKLEB tox	Shn3 inh set2	PDI inh
COC(=O)c1c(C)oc(C)c1S(=O)(=O)N1CCCCC1	19.7	6.3	-2.2	2.6	6.8	6.5	12.6	-3.5	-9.9	-10.0	9.8
Cc1ccc(C(=O)NCc2ccco2)o1	-7.7	34.4	x	16.2	3.2	4.5	2.3	3.6	-12.8	8.5	-44.3

Going on with the list.
smiles	NR2E3 ag-2	CF NFkB inh	CaV13 ICDI inh	MITF TRPM1 inh	Peg3 prom inh	Vif imaging	HIF-2a inh	NR2E3 ag-1	KKLEB tox	Shn3 inh set2	PDI inh
CCNC(=S)NCc1ccc(Cl)cc1	0.5	7.0	-4.2	-14.6	9.8	27.0	17.7	2.0	0.7	3.0	-3.4
COc1ccccc1N1CCN(C(c2ccc(Cl)cc2)c2nnnn2C(C)(C)C)CC1 (stereo not drawn)	-16.0	9.3	-3.4	3.6	0.1	9.3	7.9	-2.2	0.2	16.9	-3.1
O=S(=O)([N-]c1nc2ccccc2nc1-[n+]1ccccc1)c1ccccc1	7.7	1.9	-6.6	0.4	-5.2	-0.4	10.4	-0.7	-0.2	-1.4	-20.3
CC(=S)c1c(C)cc2cc(C)ccn12	-3.8	-2.3	-5.4	-20.2	-3.6	10.7	7.5	-0.9	-6.1	-1.1	-3.9
CC(=O)C1=C(O)C(=O)N(c2nccs2)C1c1ccccc1F (stereo not drawn)	-12.5	-7.1	-13.4	7.4	7.5	-5.0	16.4	-2.9	3.7	7.0	-0.6
CCC(C)C(N=C1NS(=O)(=O)c2ccccc21)C(=O)N1CCC(C)CC1 (stereo not drawn)	50.2	2.0	-5.7	-3.6	0.7	7.8	2.3	x	-2.5	-8.0	-6.4
Oc1ccc(C=NCC2COc3ccccc3O2)cc1 (stereo not drawn)	-24.9	-2.2	-5.0	10.3	-10.1	-1.5	-2.8	-4.0	3.1	-31.7	4.3
COc1cccc(C(=O)NCCOc2cc(C)cc(C)c2)c1	1.4	-8.4	-2.1	3.1	8.5	-0.3	2.9	2.6	-5.9	-6.2	16.5
O=C(C1CCCN(S(=O)(=O)c2ccc(Cl)cc2)C1)N1CCCC1 (stereo not drawn)	-8.2	-6.9	-3.8	2.9	0.3	u	3.6	2.1	-4.9	0.5	-2.3
O=C(OCCN1CCCCC1)c1ccccc1F	-0.3	8.7	-5.6	9.1	4.1	-8.6	6.9	1.6	1.7	4.0	21.5
COc1cccc(NC(=O)CN(C)C(=O)c2oc3c(ccc4ccccc43)c2C)c1	-7.9	-11.0	-5.6	0.1	5.8	13.4	14.6	0.8	10.6	1.0	-3.2
O=C(CSc1ccc(-c2ccco2)nn1)N1CCCC1	-6.1	-3.7	-1.4	-17.7	-5.1	5.7	-12.6	-2.4	5.6	-13.1	-3.5
Cc1cc(C)c(NC(=O)C(C)c2cccc(C(=O)c3ccccc3)c2)c(C)c1 (stereo not drawn)	-5.4	12.6	-7.5	4.5	8.0	1.3	-5.3	4.2	-0.3	-18.4	-1.6
Cn1c2ccccc2c(=O)c2c(=O)n(C3CCCCC3)c(-c3ccco3)nc21	-21.1	-20.3	-3.9	70.4*	0.5	4.2	-1.8	-0.8	1.0	1.8	-0.6
COc1ccccc1NC(=O)Cn1cc(C(=O)C2CC2)c2ccccc21	-37.3	12.7	-6.3	11.6	7.4	-4.7	-1.0	4.3	-14.9	82.7	19.2
Cn1cccc1Cc1nnc(SCC(=O)Nc2cccc(Cl)c2)n1-c1ccc(F)cc1	-13.2	-22.9	-13.9	5.3	-0.1	-0.8	-9.0	-0.8	1.7	2.7	x
Cc1cc(C)n(C2CCCCC2OC(=O)c2ccccc2F)n1 (stereo not drawn)	-14.1	0.7	-5.2	9.9	19.9	-5.9	15.9	-3.1	-0.1	0.2	-3.9
